High-throughput results (PubChem)
WRN helicase inh: WRN helicase (human) inhibition; Q14191; actives 0.46% (n = 360,000); Potency, µM (highest dose often 114 µM), without a hit: at the top dose activity change, negative = inhibition, usual class: inhibitors; WRN helicase unwinding, fluorescent forked duplex, kinetic; further: potency means the concentration at half of the fitted maximal effect; on the % scale 0 is the no-effect control and ±100 the full control effect; nearly all actives have a fitted effect of over 55% in size
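WRN at 20 nM final was preincubated with compound for 15 min at room temperature; reaction started with 100 nM forked duplex oligonucleotide carrying fluorophore and quencher plus 2 mM ATP (final). Unwinding followed kinetically by red fluorescence (ex 525/em 598 nm).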
EPAC2 ag: activates human EPAC2 exchange factor | Q8WZA2 | EPAC2 activation, biochemical qHTS; response scale: 100% = 6.5 mM cAMP response | Potency, µM (top dose mostly 154 µM), inactives show top-dose activation, hits mostly activators | actives 0.079% (n = 360,000) | AID 720711; further: potency means the concentration at half of the fitted maximal effect; nearly all actives have a fitted effect of over 50% in size
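Fluorescence exchange assay: 100 nM EPAC2 with 250 nM RAP1B-BODIPY-GDP and 50 uM GDP; compounds tested as a concentration-titration series (qHTS). Loss of Rap1-bound BODIPY-GDP fluorescence read at 480/540 nm; data normalized to 6.5 mM cAMP.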
IL2 activator: IL-2 activation; IL-2 activation reporter assay, cell-based qHTS; stimulated with anti-CD3/CD4/CD28 beads; in transgenic mouse T cells; activation, % (series mostly up to about 46 µM); actives 0.065% (n = 360,000); AID 652025; in the data active means activation above about 50%; inconclusive means mostly about 30% to 49%; further: 0% is about no effect
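Unstimulated transgenic mouse T cells preincubated 60 min with compound, then stimulated with anti-CD3/anti-CD4-coated beads plus anti-CD28 for 18 h at 37 degrees C. IL-2 response read as EGFP and DsRed fluorescence by plate cytometry.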
CCT chaperon mod: modulators of cytosolic chaperonin (CCT/TRiC) activity | purified chaperonin ATPase assay, HTRF ADP detection, 30 min | activity change, % (concentration not given with the values), hits read low | actives 0.3% (n = 360,000) | AID 651819; in the data active means activity change below about -30%; further: on the % scale 0 is the no-effect control and ±100 the full control effect
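ATPase activity: ADP formed was measured by HTRF Transcreener (665/615 nm ratio) after 30 min at 37 deg C with 10 uM ATP. Compounds screened at one 76 uM concentration against 40 or 20 nM TRiC in Tris pH 7.4/KCl/MgCl2/DTT buffer.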
EPAC1 ag: agonists of human EPAC1; EPAC1 agonist qHTS, biochemical assay; response scale: 100% = response to 6.5 mM cAMP; O95398; Potency, µM (titrated, usually from 154 µM), for inactives: at the highest dose activation, actives largely listed as activators; actives 0.073% (n = 360,000); AID 720707; further: potency means the concentration at half of the fitted maximal effect; nearly all actives have a fitted effect of over 60% in size
Target sequence (O95398 whole entry, looked up): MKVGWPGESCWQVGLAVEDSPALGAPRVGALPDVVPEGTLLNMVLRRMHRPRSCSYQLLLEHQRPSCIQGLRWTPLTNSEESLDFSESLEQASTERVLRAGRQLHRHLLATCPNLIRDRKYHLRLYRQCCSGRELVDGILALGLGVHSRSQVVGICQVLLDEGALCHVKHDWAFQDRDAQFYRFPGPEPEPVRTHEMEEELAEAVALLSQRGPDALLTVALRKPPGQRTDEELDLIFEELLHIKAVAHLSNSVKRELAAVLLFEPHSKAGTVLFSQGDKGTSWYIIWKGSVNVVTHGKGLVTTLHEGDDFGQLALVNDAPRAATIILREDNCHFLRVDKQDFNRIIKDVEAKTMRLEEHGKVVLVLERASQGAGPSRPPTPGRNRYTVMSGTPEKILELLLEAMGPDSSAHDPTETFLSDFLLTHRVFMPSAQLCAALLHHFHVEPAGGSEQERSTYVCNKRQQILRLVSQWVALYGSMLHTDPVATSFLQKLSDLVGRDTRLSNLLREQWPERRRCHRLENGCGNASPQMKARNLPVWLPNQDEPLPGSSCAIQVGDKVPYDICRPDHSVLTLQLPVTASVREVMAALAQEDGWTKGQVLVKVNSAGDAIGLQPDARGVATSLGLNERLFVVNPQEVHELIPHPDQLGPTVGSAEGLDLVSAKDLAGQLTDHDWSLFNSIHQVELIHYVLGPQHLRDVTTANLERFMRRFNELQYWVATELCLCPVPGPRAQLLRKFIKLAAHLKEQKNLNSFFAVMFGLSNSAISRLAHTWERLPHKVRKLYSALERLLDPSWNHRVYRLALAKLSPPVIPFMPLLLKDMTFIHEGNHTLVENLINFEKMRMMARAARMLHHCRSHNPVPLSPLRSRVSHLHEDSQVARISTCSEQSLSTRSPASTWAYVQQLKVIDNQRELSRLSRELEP
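Read-out is the fluorescence drop as BODIPY-GDP leaves Rap1B (480 nm excitation, 540 nm emission), recorded every 5 minutes over 30 minutes. Reactions held 100 nM EPAC1, 250 nM Rap1B–BODIPY-GDP and 50 uM GDP, with 6.5 mM cAMP setting full activation.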
PLK1 PBD block: PLK1 (human) polo-box domain binding inhibition | Plk1 PBD binding of FITC phosphopeptide, fluorescence polarization | Potency, µM, for inactives: max response, negative = inhibition, hits mostly inhibitors | actives 2.8% (n = 360,000) | AID 720504; further: potency means the concentration at half of the fitted maximal effect; series mostly up to about 57 µM; on the % scale 0 is the no-effect control and ±100 the full control effect; nearly all actives have a fitted effect of over 65% in size
PI5P4Ka inh: blocks human PI5P4K alpha kinase activity; AID 652105; actives 1.2% (n = 330,000); max response, %; PI5P4Kalpha enzyme, ADP-Glo luminescence, 60 min; stronger effect = lower value; P48426; active means max response of -50% or lower; inconclusive means between -30% and -50%; inactive means -30% or higher; further: value at the top dose of about 77 µM; on the % scale 0 is the no-effect control and ±100 the full control effect
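ADP-Glo luminescence end-point after a 60 min room-temperature kinase reaction. PI5P4Kalpha and substrate in HEPES pH 7.4 buffer with EGTA, 0.1% CHAPS and 5% DMSO; ATP at 5 microM final.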
EPAC1 antagonist: blocks human EPAC1 exchange factor | EPAC1 GEF assay, Rap1b-BODIPY-GDP exchange fluorescence | actives 0.14% (n = 360,000) | Potency, µM (doses to about 115 µM), inactives show top-dose activity change, negative = inhibition, hits mostly inhibitors;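 further: potency means the concentration at half of the fitted maximal effect; plate controls were vehicle for no effect and positive control for full effect; nearly all actives have a fitted effect of over 50% in size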
Active calls of the source: *; ? = inconclusive; · = not tested or not shown; [ ] = dose if it differs, or a comment. Unless noted, the call rests on the fitted dose curve; in most records, active means well fitted curve in the direction sought with a large enough effect; inconclusive means small, poorly fitted or top-dose-only effect, or another doubt; inactive means no such curve, though single readings can be large; an effect the other way counts as inactive or inconclusive.

SMILES	WRN helicase inh	EPAC2 ag	IL2 activator	CCT chaperon mod	EPAC1 ag	PLK1 PBD block	PI5P4Ka inh	EPAC1 antagonist
O=C(COC(=O)c1cccs1)NCC1CCCCC1	-1.4%	9.1%	-2.0	-0.1	9.2%	-6.3%	2.8	24.5%
O=C(O)c1cccc(CN2C(=O)S/C(=C/c3ccccc3[N+](=O)[O-])C2=O)c1	-11.7%	12.4%	-2.2	-1.2	-11.4%	-25.7%	-17.0	?
O=C(Nc1ccccc1N1CCOCC1)c1ccc2ccccc2c1	8.1%	15.4%	0.9	-1.8	6.0%	-10.2%	3.8	3.0%
Cc1ccc(S(=O)(=O)Nc2ccc(Cl)cn2)cc1C	0.8%	8.7%	-1.0	0.0	-1.1%	-8.3%	-3.4	-18.1%
c1ccc(-n2nnnc2Sc2ncnc3sc4c(c23)CCCC4)cc1	-3.3%	14.6%	2.1	-0.8	3.9%	-19.5%	6.3	-2.6%
COc1ccccc1CNC(=O)c1cc(-c2ccccc2C)nn1CC1CC(c2cccnc2)=NO1 (stereo not drawn)	-3.9%	10.3%	-0.1	-1.6	1.1%	-6.2%	-1.1	-13.1%
Cc1csc(N/N=C/c2ccc(O)c([N+](=O)[O-])c2)n1	?	4.1%	0.3	-0.1	4.9%	?	-74.7*	?
Nc1nc(-c2ccccc2)c(CCCOc2ccc([N+](=O)[O-])cc2)c(=O)[nH]1	-20.5%	-2.8%	-0.1	-0.7	11.8%	3.6%	8.1	-0.2%
O=C(C1CCN(S(=O)(=O)c2ccccc2F)CC1)N1CCc2ccccc21	-6.2%	5.6%	-0.4	-1.5	2.2%	1.3%	4.9	-17.7%
CCOC(=O)c1cc2sccc2n1CC(=O)N1CCN(C(=O)c2ccco2)CC1	-0.3%	2.2%	0.3	-8.5	-1.3%	-1.8%	·	3.3%
CCC[C@H]1CN(Cc2ccccc2)C(=O)[C@@H]1CC(=O)NC	-4.8%	12.6%	-2.5	-0.5	15.4%	-12.5%	-6.3	-26.6%
CC1CCC2(CC1)NC(=O)N(Cc1nnc(-c3cccs3)o1)C2=O (stereo not drawn)	-0.1%	-1.8%	-0.9	-1.2	1.4%	-0.1%	-1.7	6.9%
O=C1CCCC2=C1C1(O)C(=O)c3ccccc3C1(O)O2 (stereo not drawn)	-5.9%[57.1 µM]	-2.4%	-3.3	-2.2	4.4%	-11.3%	1.9	0.4%
C/C=C/c1cccc(-c2nc(C(=O)N3CCOCC3)cc3c2[C@H](CCO)N(C(=O)NC(C)C)C3)c1	-0.2%	8.5%	-0.3	-2.5	2.5%	-11.2%	-2.1	0.2%
FC(F)(F)c1ccccc1Cc1c(-c2ccco2)nc2ccc(Br)cn12	-14.4%	-3.4%	-0.9	-1.5	-13.2%	26.7µM*	-11.2	-28.3%
C[N+]1(CCOS(=O)C23CC4CC(CC(C4)C2)C3)CCOCC1 (stereo not drawn)	5.5%	13.8%	0.8	-5.6	-1.9%	-5.1%	6.9	-9.6%
COc1ccc(-c2csc3nc(-c4cccnc4)nc(N4CCC(C(N)=O)CC4)c23)cc1OC	-7.2%	8.2%	-0.9	-1.3	-1.7%	?	-19.9	-28.2%
CC(C)(C)NC(=O)[C@@H]1CN(Cc2cccnc2)CCN1C[C@@H](O)C[C@@H](Cc1ccccc1)C(=O)N[C@H]1c2ccccc2C[C@H]1O	3.5%	5.1%	0.8	-2.0	-6.0%	-11.0%	2.0	5.1%
CCOC(=O)N1CCN(C(=S)Nc2ccccc2C(C)C)CC1	-8.1%	-5.3%	-1.6	0.1	8.2%	-6.9%	-3.5	-9.4%
COc1cccc(C2c3[nH]c4ccccc4c3CCN2Cc2cnc(C)s2)c1OC (stereo not drawn)	-12.4%	11.5%	-1.3	-2.0	15.5%	-10.2%	1.2	-6.2%
Clc1ccccc1Nc1nc(-c2cccnc2)cs1	-7.7%	2.4%	-1.0	1.9	5.8%	3.2%	1.3	-23.7%
CCCCn1c(/N=C/c2cc(OC)ccc2O)nc2ccccc21	-3.6%	2.5%	-0.4	-0.3	-3.4%	-9.0%	-1.6	-5.8%
COCCN1C=C2C(=O)C(C)(OC(=O)C3CCCC3)C(=O)C(c3ccccc3)=C2C=C1CCCC(=O)OC (stereo not drawn)	0.6%	9.9%	0.3	1.5	-15.5%	-18.0%	0.4	-10.9%
COc1ccc(NC(=O)C2(C)CCN2Cc2ccc(OC)c3ccccc23)cc1OC (stereo not drawn)	-5.4%	19.6%	-0.6	-2.8	-8.7%	-4.4%	-4.0	-12.4%
COc1ccc(NC(=O)c2oc3ccc(S(=O)(=O)N4CCOCC4)cc3c2C)cc1	-7.0%	-1.2%	-0.5	2.0	-9.8%	-8.0%	1.8	?
CC(C)c1nc(SCC(=O)N2CCc3ccccc32)n[nH]1	-1.0%	1.3%	5.0	-3.9	6.3%	-16.9%	-11.1	-5.1%
COc1ccc(S(N)(=O)=O)cc1C(=O)OCC1CCCCC1	-0.4%	-4.0%	5.3	-0.1	-2.1%	5.1%	5.8	-10.0%
Cn1c(=O)c2c(nc(NCCCO)n2CCc2ccccc2)n(C)c1=O	1.1%[57.1 µM]	2.2%	1.4	2.0	0.0%	-3.8%	2.1	0.0%
O=C(CC[C@H]1O[C@@H](n2cnc3c(NC(=O)c4ccccc4)ncnc32)[C@H](O)[C@@H]1O)NCc1cccs1	-3.5%	4.4%	0.1	-0.2	5.6%	-7.3%	4.7	6.0%
O=C(CN1CCN(C(=O)C2CCCO2)CC1)Nc1ccc(Cl)cc1 (stereo not drawn)	-34.5%	-0.6%	-2.6	0.3	11.5%	-2.9%	2.9	-4.6%
COc1cc(OC)cc(C(=O)NN(CCC#N)C2=NS(=O)(=O)c3ccccc32)c1	-8.1%	6.9%	-2.1	2.9	6.2%	4.0%	-2.3	?
O=C(O)C1C2C=CC(C2)C1C(=O)N1CCc2ccccc21 (stereo not drawn)	6.1%	3.6%	-1.5	-1.0	0.0%	-6.6%	1.2	-14.4%
Cc1ccc(/C=C/C(=O)O)cc1S(=O)(=O)N1CCCc2ccccc21	-5.0%	-0.4%	3.0	0.5	2.8%	-27.8%	-90.1*	-7.3%
COCC1CCN(C(=O)c2cc(COc3ccc(C)c(C)c3)on2)C1 (stereo not drawn)	-7.3%	-4.6%	-0.3	-1.4	18.7%	0.6%	-4.1	-4.6%
COc1ccc(N2CCN(CCC(O)c3ccc4ccccc4c3)CC2)cc1 (stereo not drawn)	-5.6%	10.6%	-1.1	0.0	1.5%	-7.8%	1.9	-10.4%
O=C(NCc1ccccn1)c1n[nH]c2ccccc12	3.0%	5.1%	0.1	-4.6	-0.4%	-1.3%	-0.2	1.5%

3 compounds from above, ordered by molecular weight, lowest first.
SMILES	WRN helicase inh	EPAC2 ag	IL2 activator	CCT chaperon mod	EPAC1 ag	PLK1 PBD block	PI5P4Ka inh	EPAC1 antagonist
O=C(NCc1ccccn1)c1n[nH]c2ccccc12	3.0%	5.1%	0.1	-4.6	-0.4%	-1.3%	-0.2	1.5%
COc1ccc(S(N)(=O)=O)cc1C(=O)OCC1CCCCC1	-0.4%	-4.0%	5.3	-0.1	-2.1%	5.1%	5.8	-10.0%
Cc1ccc(/C=C/C(=O)O)cc1S(=O)(=O)N1CCCc2ccccc21	-5.0%	-0.4%	3.0	0.5	2.8%	-27.8%	-90.1*	-7.3%

The list continues:
SMILES	WRN helicase inh	EPAC2 ag	IL2 activator	CCT chaperon mod	EPAC1 ag	PLK1 PBD block	PI5P4Ka inh	EPAC1 antagonist
O=C(CSc1n[nH]c(=O)[nH]c1=O)Nc1ccc(Br)cc1Br	1.0%	10.6%	1.1	-0.2	1.7%	-19.6%	0.4	-19.0%
O=C(NC(NC(=O)c1c(F)cccc1F)c1ccc([N+](=O)[O-])cc1)c1c(F)cccc1F	0.1%[57.1 µM]	-1.0%	-1.1	-0.2	-10.3%	0.4%	-5.5	16.4%
CCOc1ccc2nc(SCCNS(=O)(=O)c3ccccc3)sc2c1	2.8%	15.0%	-6.9	-0.7	-3.6%	-5.8%	6.4	-15.8%
CC(=O)Nc1ccc(Oc2ncccn2)c(Cl)c1	4.8%	13.4%	-0.1	0.3	-6.7%	1.1%	1.4	11.1%
NS(=O)(=O)c1cccc(NC(=O)CCCC2CCCCC2)c1	-6.1%	14.0%	-0.5	-1.1	5.6%	2.4%	-0.5	17.5%
CCN(CC)c1ccc(NC(=O)CN2CCN(c3nc(C)cc(C)n3)CC2)cc1	-0.8%	-7.6%	-1.1	-0.5	1.9%	-10.7%	4.6	-27.7%
CCOC(=O)c1nnn2c3ccccc3c(=O)n(C)c12	-5.1%	2.4%	0.8	1.0	6.7%	3.6%	9.9	-13.0%
COc1ccccc1C(=O)Nc1ccccc1C(=O)N1CCCC1	-22.2%[57.1 µM]	-12.2%	0.4	-1.7	-6.6%	-4.6%	-5.1	12.0%
COc1ccc(C(=O)Nc2ccc([N+](=O)[O-])cn2)c(OC)c1	6.1%	-6.5%	2.8	0.4	-16.1%	-2.5%	0.1	-3.7%
CCc1ccc(NC(=O)c2cc(S(=O)(=O)N3CCCC3)ccc2F)cc1	-1.5%	6.9%	-4.4	0.3	-3.3%	0.8%	-2.8	6.0%
CCCOc1ccc(C(CC(=O)O)NC(=O)c2cccs2)cc1 (stereo not drawn)	-10.1%	10.2%	-1.0	-1.0	2.7%	-10.1%	·	-10.1%
COc1ccc(C(C)=O)cc1CSc1nc2ccccc2c(=O)n1-c1ccccc1C	-1.1%	6.8%	-1.8	1.8	-3.7%	-0.2%	-5.9	0.9%
Cc1cc(C)n(-c2cc(C(C)(C)C)nc3c(-c4ccc(Cl)cc4)cnn23)n1	-12.0%	5.1%	1.5	-1.8	-5.4%	-2.1%	·	-16.6%
COc1ccc(CCNC(=O)Nc2nc(C(N)COCc3ccccc3)cs2)cc1OC (stereo not drawn)	4.6%	15.0%	-1.0	0.7	-3.9%	-2.1%	2.0	2.9%
COC(=O)c1c(N)c2ccccc2[nH]c1=O	0.8%	1.7%	0.1	-1.4	-2.2%	-7.1%	-18.8	-12.5%
Cc1ccc(S(=O)(=O)NCC2CCC(C(=O)NCc3cccnc3)CC2)cc1 (stereo not drawn)	6.5%	7.2%	1.6	0.3	2.1%	-2.8%	5.7	4.7%
CN1CCN(NC(=O)c2cc([N+](=O)[O-])cc([N+](=O)[O-])c2)CC1	1.0%	-4.9%	4.3	-0.9	-0.2%	-8.3%	·	8.8%

Only part of the results is shown, so the mix of outcomes need not match the whole.
